Assay outcomes from PubChem BioAssay.
LYPLA1 inh = LYPLA1 (human) inhibition in PME1 counter-screen. hit rate 0.16% among 320,000. recombinant LYPLA1, FP-Rh probe fluorescence polarization. AID 2174. O75608. inhibition, % at 5.9 µM;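 active = inhibition above the mean of all tested compounds plus 3 SD, set per campaign, cut at about 14% in these data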;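 also: inhibitors block serine hydrolase probe labeling of LYPLA1 so polarization falls; 0% = enzyme with DMSO and 100% = wells lacking LYPLA1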
Target sequence (O75608 whole entry, looked up): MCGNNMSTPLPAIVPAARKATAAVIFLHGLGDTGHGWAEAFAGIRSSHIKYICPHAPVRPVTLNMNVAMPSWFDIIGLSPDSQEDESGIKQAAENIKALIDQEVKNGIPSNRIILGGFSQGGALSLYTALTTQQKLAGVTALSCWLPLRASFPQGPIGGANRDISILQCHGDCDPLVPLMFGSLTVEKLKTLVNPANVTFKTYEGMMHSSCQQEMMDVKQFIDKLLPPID
PREPL inh = human PREPL enzyme inhibition; Q4J6C6; hit rate 0.68% among 320,000; recombinant PREPL, fluorescence polarization activity-based probe; inhibition, % at 5.96 µM; in the data active = inhibition above about 43%;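 also: 0% = enzyme with DMSO and 100% = wells lacking enzyme; many of its hits are not listed in these tables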
EBNA-1 inhibitor = blocks EBNA-1 binding to DNA; EBNA-1 DNA binding, fluorescence polarization; inhibition, % at 14.8 µM; hit rate 0.34% among 300,000; AID 1950; in the data active = inhibition above about 28%
PAFAH2 inh = inhibitors of human PAFAH2; Q99487; recombinant PAFAH2, FP-rhodamine activity probe, fluorescence polarization; inhibition, % at 3.39 µM; hit rate 0.99% among 340,000; AID 492956;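 active = inhibition above the mean over all tested compounds plus 3 SD, cut at about 30% in these data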;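 also: inhibitors block probe labeling of enzyme so polarization drops; 0% = enzyme with DMSO and 100% = wells lacking PAFAH2 protein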
PAD4 inh = PAD4 (human) enzyme inhibition. Q9UM07. recombinant PAD4, RCA probe fluorescence polarization. inhibition, % at 6.36 µM. hit rate 0.41% among 330,000. AID 485272;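 active = percent inhibition above a cutoff equal to the mean of all tested compounds plus 3 SD, cut at about 15% in these data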;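 also: 0% = PAD4 with RCA probe and DMSO and 100% = probe without PAD4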
GSTO1 inh = counter-screen for RBBP9 inhibitors: inhibitors of human GSTO1. inhibition, % at 5.96 µM. AID 1974. hit rate 1.1% among 300,000. P78417. recombinant GSTO1, activity-based probe fluorescence polarization;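 active = inhibition above the campaign mean inhibition plus 3 SD, cut at about 35% in these data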;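 also: 0% = GSTO1-1 with DMSO and 100% = wells lacking GSTO1-1 enzyme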
Target sequence (P78417 whole entry, looked up): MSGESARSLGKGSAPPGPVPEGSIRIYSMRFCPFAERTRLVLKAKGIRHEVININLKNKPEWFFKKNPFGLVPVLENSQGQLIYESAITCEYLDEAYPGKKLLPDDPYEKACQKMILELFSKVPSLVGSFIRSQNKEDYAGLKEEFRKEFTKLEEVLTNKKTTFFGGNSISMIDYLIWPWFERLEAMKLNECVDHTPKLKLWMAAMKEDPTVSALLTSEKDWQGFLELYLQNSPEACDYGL
PAFAH1B3 inh = blocks human PAF acetylhydrolase 1B catalytic subunit 3. inhibition, % at 3.39 µM. recombinant PAFAH1B3, FP-rhodamine probe, fluorescence polarization. hit rate 0.28% among 340,000;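 active = inhibition above the screen-wide average of all tested compounds plus 3 SD, cut at about 25% in these data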;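 also: 0% = enzyme with DMSO only and 100% = wells lacking PAFAH1B3 protein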
ZTA counter = counter-screen for EBNA-1 inhibitors: inhibitors of Epstein-Barr virus ZTA. P03206. inhibition, % at 11 µM. ZTA-DNA binding, fluorescence polarization. hit rate 0.15% among 320,000; in the data active = inhibition above about 33%
Target sequence (P03206 whole entry, looked up): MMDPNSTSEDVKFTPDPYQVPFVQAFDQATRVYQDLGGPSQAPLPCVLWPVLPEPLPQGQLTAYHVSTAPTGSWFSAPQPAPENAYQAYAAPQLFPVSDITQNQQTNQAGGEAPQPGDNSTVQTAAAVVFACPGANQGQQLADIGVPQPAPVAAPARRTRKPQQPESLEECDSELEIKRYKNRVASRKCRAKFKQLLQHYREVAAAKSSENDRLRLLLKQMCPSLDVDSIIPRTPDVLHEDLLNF
LYPLA2 inh = counter-screen for PME1 inhibitors: inhibitors of human LYPLA2; O95372; recombinant LYPLA2, FP-Rh probe fluorescence polarization; inhibition, % at 5.9 µM; hit rate 0.38% among 320,000;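 active = inhibition above the screen-wide mean plus 3 SD, limit set per campaign, cut at about 26% in these data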;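 also: 0% = LYPLA2 with DMSO and 100% = wells lacking LYPLA2 enzyme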
Target sequence (O95372 whole entry, looked up): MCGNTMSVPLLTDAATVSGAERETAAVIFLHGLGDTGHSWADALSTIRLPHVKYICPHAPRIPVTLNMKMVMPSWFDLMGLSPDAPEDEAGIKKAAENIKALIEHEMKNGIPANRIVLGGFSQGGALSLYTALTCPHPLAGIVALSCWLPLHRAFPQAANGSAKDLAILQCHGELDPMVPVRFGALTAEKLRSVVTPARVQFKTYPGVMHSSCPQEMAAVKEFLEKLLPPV
* hit, by the source's call; . = no result given. A portion of the library; rates above refer to the full screens.

Each structure is followed by: PAFAH2 inh, LYPLA1 inh, PAD4 inh, PREPL inh, EBNA-1 inhibitor, PAFAH1B3 inh, LYPLA2 inh, ZTA counter, GSTO1 inh
CCN(CC)CCNc1nc(SC)nc2sc3c(c12)CCN(C)C3
    4.3, -0.4, 0.0, 22.5, 9.5, 8.9, 2.5, -4.1, -2.5
Cc1[nH]nc(SCC(=O)NC2CCCCC2)c1[N+](=O)[O-]
    2.7, -2.0, 0.0, 0.4, 4.3, 1.7, -4.1, 8.2, -3.8
CC1(C)C(=O)OC(c2ccccc2)C(C)(C)C1=O (stereo not drawn)
    -1.4, -2.3, -2.9, -0.9, -0.5, 10.1, -0.6, -2.3, 5.9
COc1ccc(CC(=O)Nc2nccs2)cc1OC
    -2.4, -4.0, -2.1, -4.4, 0.1, 8.8, 0.5, 4.4, 6.8
O=C(CCCC(=O)N/N=C/c1ccccc1C(=O)O)N/N=C/c1ccccc1C(=O)O
    -4.3, 1.7, -2.1, -9.5, -2.4, 2.0, 1.4, 13.5, 0.5
CCc1ccc(NC(=O)CSc2ccc(-c3ccccn3)nn2)cc1
    2.4, -2.2, -1.3, 24.2, -13.6, 6.5, -0.3, -12.3, -0.1
O=c1c2ccccc2nc(-c2ccccc2)n1Cc1ccco1
    2.4, -0.5, -3.3, -7.8, 2.9, 4.4, 5.9, 0.5, -6.4
Cc1ccc(NC(=O)CCN2C(=O)C3CCCCC3C2=O)c(O)c1 (stereo not drawn)
    5.1, 2.5, 0.0, -0.4, 5.4, 5.3, 4.0, -3.4, -0.4
CCCN1C(=O)C(Cc2nc3ccccc3c(=O)n2C)c2ccccc21 (stereo not drawn)
    -1.8, 0.3, 0.1, 8.1, 5.7, -0.1, 0.5, 3.1, 2.5
CC(=O)N(c1ccccc1)c1ccc([N+](=O)[O-])cc1[N+](=O)[O-]
    4.1, -0.2, -6.5, 9.8, 11.3, 3.0, 2.6, -8.0, 23.1
CCOC(=O)Cc1csc(NC(=O)c2ccc(C)cc2)n1
    4.3, -4.1, 1.6, -0.6, 3.8, 3.0, -4.2, -8.8, 1.5
Clc1ccc(-c2cc3ccccc3nc2N2CCOCC2)cc1
    ., -6.5, -3.1, -3.5, -0.7, ., -0.6, -5.5, -2.7
CN(Cc1c(C(=O)N/N=C/c2ccccc2)nnn1-c1nonc1N)C1CCCCC1
    -4.9, 0.3, 0.0, 4.9, 8.3, 0.3, 2.3, -3.2, -1.4
CC1CCCN(S(=O)(=O)c2cccc(C(=O)NCc3ccco3)c2)C1 (stereo not drawn)
    7.7, -5.9, -0.4, 6.2, ., 0.5, -4.2, -0.4, .
COc1ccc(C(=O)NCCc2nnc3ccc(SCC(=O)N4CCCC4)nn23)cc1
    -3.7, -3.6, -2.4, 12.9, 5.3, -0.3, -0.5, -9.4, -1.7
Cc1ccc(S(N)(=O)=O)c(C)c1N1CCCC1=O
    -4.6, -4.0, -1.9, 3.9, 0.2, 5.2, -10.0, 10.0, 4.0
O=C(NCc1nnnn1-c1ccc(F)c(F)c1)c1ccc(S(=O)(=O)N2CCOCC2)cc1
    3.5, 4.0, -0.9, 4.1, -3.7, 4.6, 0.6, 16.5, -1.6
CCOc1ccc(CCNC(=O)CN(C)S(=O)(=O)c2cccs2)cc1OCC
    1.5, -0.3, -3.4, 0.8, -9.4, 3.9, -3.1, 2.5, 2.2
CCCCNC(=S)NC(=O)c1ccccc1Br
    -4.0, -0.6, -6.1, 10.2, -2.8, 0.7, 15.9, -26.3, 2.5
Cc1cccc(NS(=O)(=O)c2cccc(C(=O)NNC(=O)c3ccccc3O)c2)c1
    0.8, -2.2, -3.9, 16.0, ., 12.8, -2.4, -4.2, .
O=c1ccc2cc3c4c(c2o1)CCCN4CCC3
    16.1, -1.2, 4.4, 22.8, -4.0, 9.6, 6.0, -3.6, 22.2
O=C(/C=C/c1ccc(Cl)cc1Cl)c1ccc[nH]1
    -9.6, -5.3, -3.7, -27.9, -5.7, 4.3, -7.8, -11.6, -5.7
CCn1cc(S(=O)(=O)CC(=O)Nc2ccc(C)cc2)c2ccccc21
    -7.6, -0.8, -6.0, -16.0, -1.9, -10.3, -4.4, 5.0, 1.3
COCCn1c(SCC(=O)N2CC(=O)Nc3ccccc32)nc2ccccc2c1=O
    2.9, 3.6, -1.0, 7.2, 2.8, 7.9, 5.2, -10.6, -4.9
CCOc1ccc(CCNC(=O)CSc2nn(-c3ccc(C)c(Cl)c3)c(=S)s2)cc1OCC
    -18.5, 0.4, -2.3, 3.6, 0.1, 0.7, 4.9, 2.0, -2.9
OC1(c2ccc(Cl)cc2)CN(c2ccccc2)C2=[N+]1CCS2 (stereo not drawn)
    -6.1, -1.8, -4.7, 10.4, 0.3, -3.0, -1.9, -16.8, -12.2
O=[N+]([O-])c1cc(S(=O)(=O)N2CCOCC2)ccc1OCc1cccc(Cl)c1
    2.9, -1.8, -3.7, 22.5, ., 7.3, 12.8, 5.0, .
COC(=O)/C(C#N)=C/c1ccc(C)o1
    -1.0, -3.8, -1.9, -0.6, 7.5, 3.7, -8.7, -3.5, 5.0
CCCCOc1ccc(CSc2ncn[nH]2)cc1
    4.7, 4.6, -0.1, 19.0, 2.3, 0.3, 0.7, -3.4, 2.3
CC(C)c1ccc(C2C(C(=O)c3ccco3)=C(O)C(=O)N2CCN2CCOCC2)cc1 (stereo not drawn)
    -9.9, -0.5, -2.8, -3.2, -13.6, 2.3, 1.8, 12.4, 1.3

Part of the list above in order of formula weight, low to high:
Each structure is followed by: PAFAH2 inh, LYPLA1 inh, PAD4 inh, PREPL inh, EBNA-1 inhibitor, PAFAH1B3 inh, LYPLA2 inh, ZTA counter, GSTO1 inh
Cc1ccc(S(N)(=O)=O)c(C)c1N1CCCC1=O
    -4.6, -4.0, -1.9, 3.9, 0.2, 5.2, -10.0, 10.0, 4.0
OC1(c2ccc(Cl)cc2)CN(c2ccccc2)C2=[N+]1CCS2 (stereo not drawn)
    -6.1, -1.8, -4.7, 10.4, 0.3, -3.0, -1.9, -16.8, -12.2
CCc1ccc(NC(=O)CSc2ccc(-c3ccccn3)nn2)cc1
    2.4, -2.2, -1.3, 24.2, -13.6, 6.5, -0.3, -12.3, -0.1
O=C(NCc1nnnn1-c1ccc(F)c(F)c1)c1ccc(S(=O)(=O)N2CCOCC2)cc1
    3.5, 4.0, -0.9, 4.1, -3.7, 4.6, 0.6, 16.5, -1.6

Remaining list, next part:
Each structure is followed by: PAFAH2 inh, LYPLA1 inh, PAD4 inh, PREPL inh, EBNA-1 inhibitor, PAFAH1B3 inh, LYPLA2 inh, ZTA counter, GSTO1 inh
Cc1ccc(NC(=O)C(C)Sc2nnc(C)n2C)cc1 (stereo not drawn)
    -5.1, 4.0, -4.8, -3.8, 10.3, 4.3, 5.2, 1.4, 2.4
Fc1ccc(-c2csc(/C=C/c3ccc4c(c3)OCO4)n2)cc1
    -5.7, -3.6, -0.9, 5.3, 8.3, 4.5, -6.3, 18.1, 7.9
O=C1OC2(CCCC2)OC(=O)C1=Cc1c[nH]c2ccccc12
    6.2, -2.1, -0.7, 2.3, 2.6, 3.8, 6.4, 8.5, -5.2
COc1cccc(CC2(CO)CCN(CC3=CC[C@H]4C[C@@H]3C4(C)C)CC2)c1
    4.7, 4.9, 1.4, 8.2, -8.2, 6.5, 7.8, -15.1, 1.2
CN(C)Cc1c(O)ccc2c(=O)c(-c3ccccc3)c(C(F)(F)F)oc12
    -4.3, 1.3, 0.5, -2.8, -10.1, 5.8, -1.0, -16.6, -5.7
O=C(Nc1nc2ccc(SC(F)F)cc2s1)c1ccc2c(c1)S(=O)(=O)c1ccccc1C2=O
    ., 3.2, 4.5, 11.6, 1.6, ., -4.6, -1.8, 0.5
O=C(CSc1ncnc2nc[nH]c12)c1ccc2ccccc2c1
    -3.1, -3.3, -8.5, 39.3, 1.2, 1.8, 5.8, -15.2, -12.6
NC(=O)CN1CCN(S(=O)(=O)c2ccc(Cl)cc2)CC1
    -0.2, 0.4, -5.4, -2.5, -1.6, -0.7, 4.4, -10.0, -5.3
Cc1cc(NC(=O)COC(=O)C2CCC2)no1
    2.2, -1.2, 1.2, -1.5, 4.2, 7.5, 1.1, -9.9, 2.1
COc1cccc(NC(=O)c2nn(-c3ccc(OC)cc3OC)c(=O)c3ccccc23)c1
    -1.4, 0.1, -3.8, -0.4, -15.4, 1.9, -2.8, -25.4, 5.7
Cc1ccc(N2CCN(C(=O)N3CCCC3)CC2)cc1C
    0.5, 0.3, -3.4, 25.5, -1.9, 8.9, 1.6, 2.6, -1.8
N#Cc1c(NC(=S)NC(=O)c2ccccc2)sc2c1CCCC2
    5.5, -2.9, 0.0, 6.5, 2.1, 4.8, -7.8, 6.3, 8.0
CCCCOc1ccc(-c2ncc([N+](=O)[O-])cn2)cc1
    3.8, -3.6, -1.6, -0.1, 5.9, 7.8, 5.6, 1.6, -3.2
N#CC1=C(N)Oc2cc(N)ccc2C1C1CCCCC1 (stereo not drawn)
    2.2, -3.9, -5.5, 10.4, -4.1, 2.7, -7.2, -20.3, -7.4
CCOC(=O)N1CCN(C(=O)CSc2nc3c(cnn3-c3ccc(Cl)cc3)c(=O)[nH]2)CC1
    3.0, 0.4, 2.9, -3.1, 5.2, 3.6, -2.2, -1.0, 1.8
COc1ccc(N2Cc3cccc(C(=O)N4CCOCC4)c3C2=O)cc1
    -2.9, 0.1, -0.7, 2.5, 1.7, 6.7, -5.2, -0.6, 9.8
COC(=O)C(=C/C=C/N1CCOCC1)C(=O)OC
    ., 15.1*, -0.9, 13.4, -9.2, ., 13.9, -5.6, -0.1
CCN(CC)CCNC(=O)C1c2cc(OC)c(OC)cc2C(=O)N(C)C1c1cccs1 (stereo not drawn)
    -1.3, -3.7, 0.2, 1.4, -0.1, 5.9, -1.7, -3.6, 1.4
CC1(c2ccc(OC(F)F)cc2)NC(=O)N(CC(=O)Nc2ccc3[nH]c(=O)[nH]c3c2)C1=O (stereo not drawn)
    1.1, -1.0, -1.1, 29.8, 10.0, 0.2, -9.8, 12.8, -12.1
CC(=O)Nc1ccc(NC(=O)c2cc(C)nn2-c2ccccc2)cc1
    -2.0, 0.9, 1.5, 9.5, -7.5, 7.1, -0.5, 18.0, 0.1
CSCC[C@H](NC(=O)Nc1ccc(Oc2ccccc2)cc1)C(=O)O
    37.5*, 1.2, -2.0, 8.7, 3.7, 6.7, 3.6, -4.3, -8.4
CC(=O)NS(=O)(=O)c1ccc(NC(=O)CCC2CCCC2)cc1
    1.7, 0.3, 2.8, 12.6, 7.8, 4.8, 4.3, -3.9, -2.4
COCCNC(=O)c1ccccc1NC(=O)c1ccc(Cl)c(S(=O)(=O)Nc2ccc(C)cc2C)c1
    -2.2, -18.3, -1.1, -13.7, 0.4, -10.9, -17.6, 6.6, -12.5

Of the compounds above, these contain two or more sulfur atoms.
Each structure is followed by: PAFAH2 inh, LYPLA1 inh, PAD4 inh, PREPL inh, EBNA-1 inhibitor, PAFAH1B3 inh, LYPLA2 inh, ZTA counter, GSTO1 inh
CCN(CC)CCNc1nc(SC)nc2sc3c(c12)CCN(C)C3
    4.3, -0.4, 0.0, 22.5, 9.5, 8.9, 2.5, -4.1, -2.5
CCOc1ccc(CCNC(=O)CN(C)S(=O)(=O)c2cccs2)cc1OCC
    1.5, -0.3, -3.4, 0.8, -9.4, 3.9, -3.1, 2.5, 2.2
CCOc1ccc(CCNC(=O)CSc2nn(-c3ccc(C)c(Cl)c3)c(=S)s2)cc1OCC
    -18.5, 0.4, -2.3, 3.6, 0.1, 0.7, 4.9, 2.0, -2.9
O=C(Nc1nc2ccc(SC(F)F)cc2s1)c1ccc2c(c1)S(=O)(=O)c1ccccc1C2=O
    ., 3.2, 4.5, 11.6, 1.6, ., -4.6, -1.8, 0.5
N#Cc1c(NC(=S)NC(=O)c2ccccc2)sc2c1CCCC2
    5.5, -2.9, 0.0, 6.5, 2.1, 4.8, -7.8, 6.3, 8.0
